# Mcl1 Noxa PPI – Mcl-1/Noxa binding inhibitors, primary screen, biochemical, TR-FRET, 1536-well. TR-FRET Mcl-1/Noxa peptide binding, 2 h. inhibition, % at 21.7 µM. 1.5% of 220,000 active;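 active means compounds that cut the protein-peptide binding signal by more than 50% relative to plate controls in a single-dose test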;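 further: His-tagged Mcl-1 with rhodamine Noxa BH3 peptide and terbium anti-His antibody; 0% = Mcl-1 plus Noxa peptide wells and 100% = peptide-only wells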
# GSH fluor – compound fluorescence on glutathione beads, profiling panel, artefact control, biophysical, 488/530 nm, flow cytometry; fluorescence (KMESF) at 10 µM; 0.25% of 190,000 active; GSH beads flow cytometry, compound fluorescence 488/530 nm; hits give high values; in the data active means fluorescence above about 89;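 further: glutathione beads carrying GST-tagged Bcl family fusion proteins plus one bare bead set; values are compound well signal with DMSO vehicle wells as background; inactives centre near 16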
# Mcl1-Bid inh – Mcl-1/Bid binding inhibitors, primary screen, biochemical, TR-FRET, 1536-well. TR-FRET Mcl-1/Bid-Dy647 peptide binding. inhibition, % at 21.7 µM. 0.97% of 220,000 active. AID 1021, 2008;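 active means compounds that cut the binding signal by more than half at the single screening dose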;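 further: His-tagged Mcl-1 with europium anti-His antibody binding Bid BH3 peptide; 0% = Mcl-1 plus peptide wells and 100% = peptide-only wells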
# ABCB1 block – ABCB1 efflux pump inhibitors, primary screen, cell-based, multiplex, flow cytometry, ABCG2 counter-screen | ATP-dependent translocase ABCB1 (Homo sapiens), P08183 | CCRF-Adr cells, JC-1 efflux | inhibition, % at 6.6 µM | 0.067% of 190,000 active | AID 1326, 2008; in the data active means inhibition above about 40%;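 further: 0% = vehicle and 100% = reference inhibitor; higher value means more JC-1 retained so stronger ABCB1 efflux block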
# Mcl-1 Bim block – inhibitors of Bim peptide binding to Mcl-1, primary screen, biochemical, bead-based flow cytometry, multiplex; Induced myeloid leukemia cell differentiation protein Mcl-1 (Homo sapiens), Q07820; inhibition, % at 10 µM; Bim peptide-Mcl-1 binding; 0.1% of 190,000 active; AID 1009, 2008; in the data active means inhibition above about 40%;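 further: 0% = no compound tracer wells and 100% = peptide blocker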
# Avidin fluor – green autofluorescence of compounds with avidin beads – biophysical, 488/530 nm, flow cytometry, artefact control, profiling panel; compound fluorescence 488/530 nm; hits give high values; fluorescence (KMESF) at 10 µM; 0.38% of 220,000 active; in the data active means fluorescence above about 47; further: inactives centre near 10
# RGS8-Gao reg – RGS8-Galphao binding modulators, primary screen, biochemical, multiplexed bead flow cytometry; Guanine nucleotide-binding protein G(o) subunit alpha (Homo sapiens), P09471; actives lie on both sides; response (percent of control binding), % at 10 µM; 0.34% of 220,000 active; in the data active means response below about 60% or above about 140%; inactive means in between;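 further: Galphao activated as the GDP aluminium fluoride complex binding bead-coupled RGS8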
# Pf gamet viab – late stage P. falciparum gametocyte viability inhibitors, primary screen, ATP luminescence, HTS. P. falciparum stage V gametocytes, 24 h. inhibition, % at 10.9 µM. 0.065% of 150,000 active;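 active means inhibition above the mean plus 3 SD of compounds within the control limits, set per campaign, cut at about 38% in these data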;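 further: 0% = DMSO wells and 100% = medium only without gametocytes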
# RGS4-Gao reg – modulators of RGS4 binding to Galphao, primary screen, biochemical, multiplexed bead flow cytometry; Guanine nucleotide-binding protein G(o) subunit alpha (Homo sapiens), P09471; actives lie on both sides; binding response (% of control), % at 10 µM; 0.33% of 220,000 active; AID 1415, 2008; in the data active means binding response below about 49% or above about 150%; inactive means in between;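 further: fluorescent Galphao activated with aluminum fluoride binding bead-coupled RGS4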
# RGS7-Gao reg – RGS7-Galphao binding modulators, primary screen, biochemical, multiplexed bead flow cytometry; Guanine nucleotide-binding protein G(o) subunit alpha (Homo sapiens), P09471; actives lie on both sides; binding response (% of control), % at 10 µM; 0.35% of 220,000 active; AID 1439, 2008; in the data active means binding response below about 49% or above about 150%; inconclusive means no clear call, values can overlap the other calls; inactive means in between;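 further: fluorescent Galphao held in activated GDP-AlF4 state binding bead-coupled RGS7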
# ABCG2 block – ABCG2 efflux pump inhibitors, primary screen, multiplex with ABCB1, IgMXP3 cells, flow cytometry. 0.1% of 190,000 active. JC-1 efflux. inhibition, % at 6.6 µM;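 active means inhibition above 80%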;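 further: 0% = DMSO and 100% = nicardipine control wells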
#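 test system = two drug-resistant human cell lines, ABCG2 and ABCB1 | amount = 3 million cells/mL final, two lines in 1:1 ratio | reagent = JC-1 transporter substrate | doses = one concentration, 6.6 µM final | incubation = 10 min at 25 °C | signal = flow cytometric JC-1 green MFI at 530 nm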
# Starred values were filed as active, the others as inactive; ? = inconclusive; / = not tested or not shown.
SMILES,Mcl1 Noxa PPI,GSH fluor,Mcl1-Bid inh,ABCB1 block,Mcl-1 Bim block,Avidin fluor,RGS8-Gao reg,Pf gamet viab,RGS4-Gao reg,RGS7-Gao reg,ABCG2 block
COc1cc2c(cc1OC)C(C)N(C(=O)c1cccc([N+](=O)[O-])c1)CC2 (centres undefined),12,11,3,2.6,-2,14,105,-21,101,101,19
CCC12CN3CC(CC)(CN(C1)C3c1ccccc1Cl)C2O (centres undefined),-18,9,-11,-0.1,0,13,104,-38,107,101,0
Cc1cc([N+](=O)[O-])nn1CC(=O)NNC(=S)Nc1ccc([N+](=O)[O-])cc1,-19,11,-171,-0.7,0,16,95,/,101,97,-1
CN1C(=O)C2CN(CCc3ccccc3)CNC2N(C)C1=O (centres undefined),5,21,-18,0.8,0,35,92,/,92,94,12
Cn1c(=O)c2c(nc(NC3CCCCC3)n2CC(=O)C23CC4CC(CC(C4)C2)C3)n(C)c1=O,-3,30,3,4.2,-1,18,95,/,94,91,40
COc1cc2c3nnc(-c4ccc(F)cc4)c-3cn(Cc3ccc(C)cc3)c2cc1OC,-100,21,-74,0.1,2,8,108,/,111,108,4
CCC(C)(C)NC(=O)C(c1ccccc1)N(Cc1cccnc1)C(=O)c1csnn1 (centres undefined),12,19,-9,0.4,-1,/,/,/,/,/,0
Cc1cccc(OCCC(=O)NCC(=O)Nc2cccc(C)c2C)c1,7,8,-13,0.1,-4,14,100,20,99,99,3
Cn1c(N)c(C(=O)COC(=O)c2ccc([N+](=O)[O-])o2)c(=O)n(C)c1=O,-7,/,-9,/,/,4,100,10,94,?,/
CCCCNS(=O)(=O)c1ccc(S(=O)(=O)NCc2ccncc2)cc1,18,21,-4,-0.2,-5,6,103,/,101,102,0
COc1cccc(NC(=O)c2ccc(NC(=O)C3CC(=O)OC34CCCCC4)cc2)c1 (centres undefined),15,7,-37,-1.1,3,10,99,-24,99,98,3
O=C(C(=O)N1CCc2ccccc2C1)c1cn(CC(=O)N2CCCCC2)c2ccccc12,14,18,-25,0.9,-6,13,102,16,101,98,2
c1ccc(-c2ccccc2-c2nc(-c3cccnc3)no2)cc1,3,27,2,0.5,1,7,100,5,93,96,7
CCOC(=O)/C=C1\SCC(=O)N1CC(=O)NC(c1ccccc1)c1ccccc1,4,5,-1,0.3,-5,13,106,/,104,106,-8
CCCn1nnnc1NC(=O)COc1ccc(Cl)c(C)c1,29,6,-23,1.7,15,17,110,-8,103,104,56
Cc1cc(NS(=O)(=O)c2ccc(NC(=O)C(C)N3C(=O)c4ccccc4C3=O)cc2)nc(C)n1 (centres undefined),14,37,-11,0.2,-4,12,102,-12,102,104,1
O=C(NC1CCCc2c1cnn2-c1ccc(F)cc1F)c1cnccn1 (centres undefined),10,9,-25,-0.2,-3,1,101,-5,96,93,1
Cc1cc(C)cc(NC(=O)C(OC(=O)c2cccs2)c2ccccc2)c1 (centres undefined),9,12,1,0.7,-39,12,102,7,107,104,12
COc1ccc(CC(=O)Nc2ccc(S(=O)(=O)Nc3ncccn3)cc2)cc1OC,-1,/,-9,/,/,10,98,-7,94,?,/
O=C(O)CCC(NC(=S)Nc1ccccc1)C(=O)O (centres undefined),14,/,-33,/,/,5,102,-3,100,?,/

# Shown with bars between the fields: entries from further up
molecule | Mcl1 Noxa PPI | GSH fluor | Mcl1-Bid inh | ABCB1 block | Mcl-1 Bim block | Avidin fluor | RGS8-Gao reg | Pf gamet viab | RGS4-Gao reg | RGS7-Gao reg | ABCG2 block
c1ccc(-c2ccccc2-c2nc(-c3cccnc3)no2)cc1 | 3 | 27 | 2 | 0.5 | 1 | 7 | 100 | 5 | 93 | 96 | 7
Cn1c(N)c(C(=O)COC(=O)c2ccc([N+](=O)[O-])o2)c(=O)n(C)c1=O | -7 | / | -9 | / | / | 4 | 100 | 10 | 94 | ? | /
Cc1cc(C)cc(NC(=O)C(OC(=O)c2cccs2)c2ccccc2)c1 (centres undefined) | 9 | 12 | 1 | 0.7 | -39 | 12 | 102 | 7 | 107 | 104 | 12

# Going on with the list:
SMILES,Mcl1 Noxa PPI,GSH fluor,Mcl1-Bid inh,ABCB1 block,Mcl-1 Bim block,Avidin fluor,RGS8-Gao reg,Pf gamet viab,RGS4-Gao reg,RGS7-Gao reg,ABCG2 block
Cc1nnc2n(Cc3ccccc3)c(=O)c3c4c(sc3n12)COC(C(C)C)C4 (centres undefined),20,4,-14,3.5,2,16,106,/,108,105,9
Cc1ccc2c(c1)NCC(C(=O)NC1CCC(C)CC1)O2 (centres undefined),7,13,-22,-0.1,-2,6,103,/,99,101,-2
Cn1c(CNC2CCCCC2)nc2ccccc21,17,11,-1,0.7,1,12,101,-7,102,100,7
Cc1ccccc1CS(=O)(=O)Cc1ccc(C(=O)NCc2ccco2)o1,4,39,-23,0.6,-3,16,97,10,101,95,2
NNC(=O)c1ccc2ccccc2n1,-4,10,-56,0.4,0,7,98,-13,95,89,5
COc1ccc(N2CS(=O)CC2=O)cc1 (centres undefined),-1,10,-31,-0.2,3,5,99,9,100,92,-1
CN1C(=O)c2cccc3c(S(=O)(=O)Nc4ccccn4)ccc1c23,12,25,16,1.1,-3,34,97,5,99,100,6
COc1ccc(S(=O)(=O)c2nnn(-c3cccc(Cl)c3)c2N)cc1,6,74,3,-0.1,-4,16,98,-23,101,104,1
O=C(CN1CCCC1=O)NC1(C(F)(F)F)NC(=O)N(Cc2ccccc2)C1=O (centres undefined),16,8,-59,-0.1,-1,9,101,-6,99,99,0
COc1ccccc1N(CC(=O)NC1CCCCC1)C(=O)c1csnn1,-15,14,-2,-0.8,-4,6,99,-20,92,93,-3
C/C(=N\NC(=O)CSCc1ccccc1Cl)c1cc(O)ccc1O,12,13,-56,0.5,-2,13,101,-40,99,101,3
CCCCCCNc1cc2n(c(=O)n1)CCc1cc(OC)c(OC)cc1-2,10,10,5,0.9,8,7,99,-3,97,97,11
Clc1ccc(-c2cc(CSc3ccccc3)on2)cc1,0,24,3,0.1,0,25,97,14,95,94,2
Cc1cc(NC(=O)CN2C(=O)NC(C)(c3ccc(OC(F)F)cc3)C2=O)no1 (centres undefined),-14,15,-14,0.1,-2,48*,100,17,100,110,1
CCOc1cc(S(=O)(=O)NCCc2ccc(OC)c(OC)c2)c(OCC)cc1-n1cnnn1,4,47,-32,-0.7,-2,11,102,/,103,102,2
O=C(Cn1c(=O)oc2cc(S(=O)(=O)N3CCCCCC3)ccc21)NC1CCCCC1,6,19,10,0.4,3,6,106,/,110,104,1
COc1ccc(C(c2nnnn2C(C)(C)C)N2CCN(c3nc4ccccc4s3)CC2)cc1 (centres undefined),11,25,8,7.8,-3,34,99,-14,100,103,36
CCCCN(CC)S(=O)(=O)c1ccc(C(=O)N(CCCN(C)C)c2nc3cc(C)cc(C)c3s2)cc1,16,9,5,1.7,-20,23,95,24,100,101,3
COc1cc(C2C(C#N)=C(N)OC3=C2C(=O)CC(C)(C)C3)cc([N+](=O)[O-])c1O (centres undefined),15,/,-9,/,/,6,94,2,88,?,/
C#CCNC(=O)C1=C[C@@H](C2CCCCC2)[C@H](CCCO)[C@@H](OCC)O1,7,19,3,1.4,-3,7,100,/,105,101,5
CCOc1cc(CNn2cnnc2)cc(Br)c1OCC(=O)NC1CCCCC1,16,12,-13,0.4,0,21,104,-28,103,102,-1
O=C(CNCC1CCCCC1)Nc1ccc(N2CCCCC2)cc1,27,16,27,0.1,-6,14,99,/,98,?,-1
CCC(C)N(C(=O)COc1ccc(NC(C)=O)cc1)C1CCS(=O)(=O)C1 (centres undefined),3,12,0,-0.2,0,10,102,1,101,103,-1
O=C(c1ccncc1)N1N=C2CCCCCC2C1(O)C(F)(F)F (centres undefined),-5,12,0,0.1,1,8,95,/,92,93,0
Cc1cc(Oc2ccc(N)cn2)ccc1Cl,2,/,-44,/,/,7,97,-11,99,?,/
CC[C@@H](C)C(NC(=O)OC(C)(C)C)c1cn([C@@H](Cc2cc3ccccc3[nH]2)C(=O)N2CCN(C(=O)OC(C)(C)C)CC2)nn1 (some centres undefined),15,20,-13,11,-1,7,96,2,98,95,5
Cc1cccc(-n2c(SCC(=O)Nc3cccc(S(=O)(=O)NC4=NCCCCC4)c3)nc3ccccc3c2=O)c1C,-28,13,-15,0.2,-1,3,90,0,92,94,-1
O=C(CCCOc1ccc(Cl)cc1Cl)N/N=C/c1ccc(Cl)cc1,-22,13,-5,-0.3,-3,8,100,/,105,106,10
O=C(c1ccccc1Sc1ccc([N+](=O)[O-])cc1Cl)N1CCOCC1,14,13,-38,1.8,-1,12,101,/,100,98,6
COc1ccc(NC(=O)COC(=O)c2ccc(F)cc2F)cc1,-12,11,-35,0.5,-1,38,105,1,108,111,2
COc1cccc(NC(=O)C2CC(=O)N(C)C(=Nc3cccc(F)c3)S2)c1 (centres undefined),10,23,-4,0.5,0,14,102,19,104,109,3
Cc1cc(C)n(-c2nnc3c4ccccc4n(C)c3n2)n1,10,/,-33,/,/,8,103,-3,99,?,/
O=[N+]([O-])c1ccc(C2(O)CN(c3ccccc3)C3=[N+]2CCS3)cc1 (centres undefined),14,15,9,1.4,2,15,105,19,108,?,13
Cc1c(-c2cc(C(=O)O)on2)cnn1C,16,10,4,-0.1,-3,24,111,-12,109,103,-1
O=C(c1ccncc1)N(c1ccc2oc3c(c2c1)CCCC3)S(=O)(=O)c1ccc(F)cc1,-7,13,-37,6.0,-5,5,104,-29,98,101,13
C=CCn1c(SCC(=O)Nc2nc(C)cs2)nnc1C(CO)NC(=O)c1ccccc1 (centres undefined),6,19,-14,0.2,-2,9,100,11,98,97,0
Cc1ccc(SCc2nc3ccccc3n2CC(=O)Nc2c(C)cccc2C)cc1,-30,17,4,2.0,-2,7,100,/,95,101,4
COc1ccccc1CNC(=O)C1CCN(S(=O)(=O)N2CCCCC2)CC1,16,33,-12,0.9,-5,11,100,-5,99,98,4
O=C1CC(c2ccsc2)c2ccc3ccccc3c2N1 (centres undefined),4,9,-19,0.7,2,11,106,/,104,100,4
CC(C)NC(=O)Cn1nnc(-c2ccc(Cl)cc2)n1,-9,31,-39,0.7,-7,13,98,/,97,98,11
Cc1cccc(CSC(Nc2ccc(F)cc2)=C(C#N)C#N)c1,4,10,8,1.1,-2,4,101,9,101,101,6

# Assay outcomes (PubChem BioAssay)
